hERG protect – compounds protecting human hERG from proarrhythmic drug block; activation (rescue from dofetilide block), less the hit threshold, % at 10 µM; CHO-hERG, FluxOR thallium flux, dofetilide IC70 present; 310,000 tested, 0.51% active; AID 1511;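 active = activation above the mean of controls blocked by dofetilide plus 5 SD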;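 also: thallium influx through hERG after potassium depolarization seen as dye fluorescence rise; in these data hits start at about 4.7%; inactives centre near -7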
KCNK9 inh – inhibitors of human KCNK9 two-pore domain potassium channel; Q9NPC2; HEK293 KCNK9, FluxOR thallium flux fluorescence; active compounds read low; B-score at 10 µM; 310,000 tested, 1.2% active; AID 488922;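 active = ratio B-score over 3 SD below the library mean, with starting fluorescence within 5 SD of its mean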;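 also: negative B-score means less thallium flux so channel inhibition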
Target sequence (Q9NPC2 whole entry, looked up, the tested form may be a part): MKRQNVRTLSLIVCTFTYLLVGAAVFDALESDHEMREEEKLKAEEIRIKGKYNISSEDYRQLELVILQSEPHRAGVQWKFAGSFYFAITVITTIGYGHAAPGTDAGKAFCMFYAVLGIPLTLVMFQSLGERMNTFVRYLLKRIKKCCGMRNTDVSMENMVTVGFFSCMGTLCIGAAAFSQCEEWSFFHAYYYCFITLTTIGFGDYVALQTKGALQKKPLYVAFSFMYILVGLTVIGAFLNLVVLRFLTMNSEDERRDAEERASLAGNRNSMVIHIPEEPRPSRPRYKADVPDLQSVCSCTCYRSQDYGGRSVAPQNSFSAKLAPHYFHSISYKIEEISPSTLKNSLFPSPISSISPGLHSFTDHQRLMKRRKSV
Dyrk1A ADPGlo – blocks rat Dyrk1A kinase activity; Q63470; ADP-Glo luminescence, NFATc1 peptide; inhibition, % at 12.5 µM; 310,000 tested, 0.43% active; in the data active = inhibition above about 50%;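 also: plate controls were vehicle with enzyme for no effect and no enzyme for full effect; many of its hits are not listed in these tables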
PolyA inh – inhibitors of polyadenylation in S. cerevisiae | S. cerevisiae SKY197-pL101 polyadenylation reporter, beta-gal luminescence; efflux-impaired pdr1/pdr3 knockout yeast; score 100 = 6 SD above DMSO | calls only at 12 µM | 300,000 tested, 0.02% active | AID 1875;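 active = lowest replicate activity score at least 50, where 100 means six control SD above control mean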;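 also: yeast exposed to compound for 9 h at 30 °C; higher score means more reporter readthrough which indicates perturbed polyadenylation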
KCNQ1 act – potentiates or activates the human KCNQ1 potassium channel | P51787 | CHO-K1 KCNQ1, thallium flux FluxOR fluorescence; active compounds read high | B-score at 10 µM | 310,000 tested, 0.35% active;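 active = fluorescence ratio B-score, a plate-corrected score, at least three library SD, with initial intensity B-score within 5 SD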
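assay system = KCNQ1-transfected CHO-K1 cells | medium = assay buffer with matched DMSO | probe or stimulus = depolarizing K+/Tl+ stimulus, K2SO4 and Tl2SO4 each 12.5 mM in 5x stock | dosing = single dose | incubation = dye 90 min, compound 20 min, room temperature | detection = kinetic FluxOR fluorescence, 10 s baseline plus 110 s post-stimulus | evaluation = ratio B score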
KCNQ1 inh – blocks the human KCNQ1 potassium channel | P51787 | CHO-K1 KCNQ1, FluxOR thallium flux fluorescence; active compounds read high | B-score at 10 µM | 310,000 tested, 1.3% active;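 active = compounds whose thallium flux B-score, printed positive for inhibition, exceeds three library SD while starting fluorescence stays within three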;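 also: channel opened by potassium depolarization with thallium stimulus after 20 min compound exposure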
KCNK3 block – human KCNK3 channel inhibition, primary screen; CHO-KCNK3 thallium flux, FluxOR fluorescence; active compounds read low; 340,000 tested, 0.84% active; B-score at 10 µM;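 active = B-score under library mean minus 4 SD, starting fluorescence ratio at most library mean plus 5 SD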;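 also: more negative B-score means stronger inhibition of thallium flux through KCNK3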
HDAC3 inh – inhibitors of human histone deacetylase 3; O15379; recombinant HDAC3, fluorogenic peptide/trypsin coupled, fluorescence; inhibition, % at 8.3 µM; 320,000 tested, 0.15% active; AID 2718; in the data active = inhibition above about 26%, passing the limit was not always enough
RGS4 act – RGS4 potentiation or activation; HEK293 M3R/inducible RGS4, carbachol calcium flux Fluo4; active compounds read low; 310,000 tested, 0.92% active; AID 463111; B-score at 10 µM;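 active = B-score of the integrated calcium signal more than 4 SD below the library mean, with starting fluorescence not abnormally high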;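 also: negative B-score means reduced calcium response which marks RGS4 activation or potentiation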
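Also added: carbachol at ECmax as muscarinic agonist stimulus; Assay system: HEK293 cells with stable M3R and inducible RGS4; Timing: overnight RGS4 induction, 30 min dye load 37 °C, 20 min compound RT; Measured by: Fluo4-AM (2 µM) calcium-flux fluorescence, kinetic read.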
GSK3B inh – blocks human GSK3beta kinase activity; P49841; GST-GSK3beta kinase, ADP-Glo luminescence, 60 min; active compounds read low; activity score (negative = inhibition), % at 10 µM; 300,000 tested, 0.038% active; AID 2097;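 active = more than half of replicate wells score below -50%, meaning over 50% inhibition versus plate controls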;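 also: 0% = median DMSO wells and -100% = median GW8510 positive control wells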
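Test system – GST-tagged human GSK3beta kinase, cell-free · Incubation – 60 min enzyme reaction, room temperature · Signal – ADP-Glo luminescence · Also added – peptide substrate and ATP at 25 µM · Controls – DMSO neutral wells and GW8510 at 20 µM as positive · Buffer or medium – Tris/MgCl2 kinase buffer · Measure – Luminescence-derived activity versus plate DMSO and GW8510 wells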
GSK3A inh – blocks human GSK-3 alpha kinase; P49840; ADP-Glo luminescence, 60 min; inhibition, % at 10 µM; 320,000 tested, 0.1% active; AID 2650;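 in the data active = inhibition above about 50%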;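 also: GST-tagged GSK-3 alpha with peptide substrate and 25 µM ATP; 0% = DMSO neutral wells and 100% = GW8510 positive control wells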
Target sequence (P49840 whole entry, looked up): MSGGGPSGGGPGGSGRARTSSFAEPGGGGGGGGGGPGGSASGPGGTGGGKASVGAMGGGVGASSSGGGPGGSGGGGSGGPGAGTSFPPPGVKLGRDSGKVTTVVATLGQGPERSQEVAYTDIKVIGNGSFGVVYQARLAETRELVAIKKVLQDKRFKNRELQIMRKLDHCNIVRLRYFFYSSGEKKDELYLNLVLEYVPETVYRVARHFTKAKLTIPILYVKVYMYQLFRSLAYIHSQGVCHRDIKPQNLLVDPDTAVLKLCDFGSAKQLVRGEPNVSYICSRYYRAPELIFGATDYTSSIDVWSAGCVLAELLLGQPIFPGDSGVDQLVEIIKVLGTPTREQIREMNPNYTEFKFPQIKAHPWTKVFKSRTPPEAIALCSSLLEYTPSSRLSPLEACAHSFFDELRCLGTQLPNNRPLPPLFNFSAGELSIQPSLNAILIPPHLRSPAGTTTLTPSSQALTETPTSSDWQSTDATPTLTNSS
* marks the source's active call; other numbers are inactive results; i = inactive; nt = no result given. Some of the compounds tested. The share of hits here may be higher or lower than overall.

SMILES | hERG protect | KCNK9 inh | Dyrk1A ADPGlo | PolyA inh | KCNQ1 act | KCNQ1 inh | KCNK3 block | HDAC3 inh | RGS4 act | GSK3B inh | GSK3A inh
Cc1ccc(C(=O)c2cnc3cc4c(cc3c2S(=O)(=O)c2ccccc2)OCCO4)cc1 | -6 | i | -4 | i | i | i | i | 0 | i | 8 | 5
FC(F)(F)c1ccc2c(c1)[nH]c(=S)n2C1CC1 | 3 | i | 5 | i | i | i | i | -4 | i | -1 | -3
CC(C)(C)n1ncc2c(=O)n(CC(=O)N3CCCCC3)cnc21 | -6 | i | 0 | i | i | i | i | 3 | i | -4 | -3
NC(=O)COc1ncnc2scc(-c3ccc(F)cc3)c12 | -8 | i | nt | i | i | i | i | 2 | i | 2 | -3
CC(C)(C)OC(=O)N1CCC(CC2CC(c3ccc(Cl)cc3)=NO2)(C(=O)NCC2CCCCC2)CC1 (configuration not stated) | 0 | i | 27 | i | i | i | i | 0 | i | 2 | 0
CCC1(c2ccc(F)cc2)NC(=O)N(CC(=O)Nc2ccc(C(N)=O)cc2)C1=O (configuration not stated) | -4 | i | 1 | i | i | i | i | 1 | i | nt | -2
O=C(O)CC1(CC(=O)NCc2ccncc2)CCCCC1 | -6 | i | -3 | i | i | i | i | 1 | i | 0 | -2
O=C(Nc1ccon1)c1cc(-c2ccccc2)nc2ccccc12 | nt | nt | 7 | i | nt | nt | i | -1 | nt | 1 | 2
Cc1ccc(S(=O)(=O)N(C)C)cc1NC(=O)COC(=O)/C=C/c1ccc(F)cc1 | -10 | i | 6 | i | i | i | i | -2 | i | 1 | -3
CCC(C)(C)n1nnnc1C(c1cc2cc(OC)ccc2[nH]c1=O)N1CCc2ccccc21 (configuration not stated) | -6 | i | -11 | i | i | i | i | 13 | i | -1 | 0
CN(Cc1cccnc1)C(=O)CCCc1c[nH]c2ccccc12 | -12 | i | -4 | i | i | i | i | 0 | i | -1 | -2
CCCSc1nnc(NC(=O)c2ccco2)s1 | -9 | i | -6 | nt | i | i | i | 2 | i | 2 | 0
CCc1ccc(OC(C)C(=O)N(Cc2ccccc2)C2CCS(=O)(=O)C2)cc1 (configuration not stated) | -8 | i | 13 | i | i | i | i | -3 | i | 3 | -2
Cc1cccc(C(=O)Oc2cc(C)[nH]c(=O)c2[N+](=O)[O-])c1 | -8 | i | -3 | i | i | i | i | -6 | i | 4 | -3
CCN(CC)c1nc2n(c(=O)n1)CCO2 | -8 | i | -8 | i | i | i | i | -4 | i | 2 | -4
Cc1nn(C)cc1C(C)Nc1nc2nonc2nc1N1CCCCC1 (configuration not stated) | -17 | i | -5 | i | i | i | i | 4 | i | 2 | 0
Cc1c(C#N)c(N)nc(Cl)c1C#N | -7 | i | 5 | i | i | i | i | -1 | i | 0 | 3
CN1CCC(NC(=O)Nc2ccc(Br)cc2)CC1 | -13 | i | 6 | i | i | i | i | 0 | i | 5 | -3
Cc1ccc(OCC(=O)N2CCCCC2)c(Br)c1 | -13 | i | -7 | i | i | i | i | 12 | i | -4 | -1
Cc1ccc2nc(NC(=O)CCCc3nc4ccccc4s3)sc2c1 | -3 | i | 3 | nt | i | i | i | 3 | i | 2 | -3
COc1ccc(CCN2CC(C(=O)N(C)Cc3ccccc3OC)CCC2=O)cc1 (configuration not stated) | -5 | i | -1 | i | i | i | i | -1 | i | -4 | -2
CCN(CC)c1ccc(/C=N/NS(=O)(=O)c2ccc(C)c([N+](=O)[O-])c2)cc1 | -7 | i | -2 | i | i | i | i | -8 | i | 2 | -2
CC(=O)Nc1cccc(Nc2nc(-c3ccccc3)nc3ccccc23)c1 | 0 | i | 7 | i | i | i | i | 3 | i | -1 | 2
Cc1ccc([N+](=O)[O-])cc1N | -5 | i | -1 | i | i | i | i | nt | i | 0 | -3
CCC(=O)N1CCN(c2ccc(NC(=O)COc3ccc(CC)cc3)cc2)CC1 | -4 | i | -6 | i | i | i | i | 3 | i | nt | 1
O=C(Cc1cccs1)OCC(=O)c1ccco1 | -5 | i | 14 | i | i | i | i | -3 | i | 5 | 1
CC1CCN(c2ccc([N+](=O)[O-])cc2C(N)=O)CC1 | -9 | i | -5 | i | i | i | i | 8 | i | 0 | 0
CCOc1cc(NC(=S)Nc2ccc(Cl)cc2)c(OCC)cc1NC(C)=O | -3 | i | -6 | i | i | i | i | 3 | i | 0 | -2
CCN(CC)c1ccc(NC(=S)NCC2CCCO2)cc1 (configuration not stated) | -5 | i | 0 | i | i | i | i | -9 | i | 4 | -1
COc1ccc(C(C(=O)NC2CCCC2)N(Cc2ccccc2)C(=O)c2nsc(Cl)c2Cl)cc1 (configuration not stated) | -7 | i | 33 | i | i | i | i | 6 | i | -3 | -4

The last two records of the section before are carried over, then new ones follow.
SMILES | hERG protect | KCNK9 inh | Dyrk1A ADPGlo | PolyA inh | KCNQ1 act | KCNQ1 inh | KCNK3 block | HDAC3 inh | RGS4 act | GSK3B inh | GSK3A inh
CCN(CC)c1ccc(NC(=S)NCC2CCCO2)cc1 (configuration not stated) | -5 | i | 0 | i | i | i | i | -9 | i | 4 | -1
COc1ccc(C(C(=O)NC2CCCC2)N(Cc2ccccc2)C(=O)c2nsc(Cl)c2Cl)cc1 (configuration not stated) | -7 | i | 33 | i | i | i | i | 6 | i | -3 | -4
C/C(=N/NC(=O)C1CCCN1C(=O)c1ccc([N+](=O)[O-])cc1)c1ccc(Br)cc1 (configuration not stated) | -7 | i | -9 | i | i | i | i | nt | i | -3 | nt
COc1ccc(Cl)cc1NC(=O)C(=O)NCc1ccncc1 | 0 | i | 5 | i | i | i | i | 1 | i | 2 | -6
C=CCn1c(SCC(=O)c2[nH]c(C)c(C(=O)OCC)c2C)nc2scc(-c3ccccc3)c2c1=O | -5 | i | -3 | i | i | i | i | 7 | i | 3 | 0
CSCCNCc1c(C(=O)N2CCOCC2)nc2c(C)cccn12 | -4 | i | nt | nt | i | i | i | -2 | i | 0 | -2
Oc1c(Br)cc(Br)cc1/C=N/Nc1ccc(Cl)nn1 | -1 | i | 0 | i | i | i | i | -4 | i | -2 | -3
O=C(c1ccc(Br)o1)N1CCN=C1SCc1cccnc1 | -3 | i | 4 | i | i | i | i | 2 | i | 2 | -3
O=C1CN(C(=O)COc2c(Cl)cccc2Cl)c2ccccc2N1 | -10 | i | -2 | i | i | i | i | 8 | i | 0 | 7
CC(C)c1cc(CNC(=O)CCc2nnc(CCCCc3ccccc3)o2)on1 | -13 | i | -7 | i | i | i | i | 0 | i | -18 | -2
CC(=O)c1c(C)[nH]c(C(=O)N2CCN(S(=O)(=O)c3ccc(F)c(F)c3)CC2)c1C | -11 | i | -4 | i | i | i | i | -96 | i | -2 | -2
Cn1c(=O)n(C)c2cc(S(=O)(=O)NCc3ccco3)ccc21 | -6 | i | -4 | i | i | i | i | 1 | i | 1 | -2
N/C(=N\OC(=O)Cc1ccc(-c2ccccc2)cc1)c1ccccn1 | -12 | i | -5 | i | i | i | i | -1 | i | 1 | -1
CCCCNc1oc(-c2cccs2)nc1S(=O)(=O)c1ccccc1 | -10 | i | -2 | i | i | i | -9.5* | 2 | i | 1 | nt
COc1ccc(OC)c(NC(=O)CCNS(=O)(=O)c2ccc3c(c2)c(=O)n(C)c(=O)n3C)c1 | -6 | i | nt | i | i | i | i | 6 | i | -3 | 8
Cc1ccc(-n2nc(C)c(C3(O)C(=O)N(C)c4ccccc43)c2N)cc1 (configuration not stated) | -4 | i | -7 | i | i | i | i | -2 | i | 3 | -5
CC(=O)C1=C(C)OC(N)=C(C#N)C1c1cc2cc(C)c(C)cc2nc1Cl (configuration not stated) | -15 | i | 17 | i | i | i | i | 7 | i | 0 | 0
COC(=O)c1sc(N2C(=O)C(O)=C(C(=O)c3ccc(C)o3)C2c2ccc(F)cc2)nc1C (configuration not stated) | 0 | i | 0 | i | i | i | i | 1 | i | -1 | -3
Cc1cc(C(=O)NC2CCCC(C)C2C)c2ccccc2n1 (configuration not stated) | -20 | i | 9 | i | i | i | i | 6 | i | 6 | 1
Cc1ccc(OCc2ccc(C(=O)Nc3ccc(C(N)=O)cc3)o2)c([N+](=O)[O-])c1 | -3 | i | -2 | i | i | i | i | 18 | i | 2 | -1
Cn1cccc1Cc1nnc(SCC(=O)NCCc2ccccc2)n1C | -9 | i | -6 | i | i | i | i | 4 | i | 2 | -1
N/C(=N\OC(=O)c1cccc(F)c1)c1cccc([N+](=O)[O-])c1 | -4 | i | 5 | nt | i | i | i | -2 | i | 1 | 0
Cc1ccccc1CNC(=O)C(=O)NCC1CCCN1S(=O)(=O)c1ccccc1 (configuration not stated) | -14 | i | 18 | i | i | i | i | 1 | i | -1 | 0
COC(=O)[C@@H]1C[C@H]2CC[C@H](O)C[C@H]2N1Cc1ccc(C(F)(F)F)cc1 | -8 | i | -11 | i | i | i | i | 1 | i | 0 | -1
O=C(Cc1ccccc1)Nc1ccc(-c2nnc(-c3ccco3)o2)cc1 | -5 | i | 1 | i | i | i | i | 3 | i | 0 | 3
CCCCCOc1ccc(C2C(C(C)=O)=C(C)Nc3ncnn32)cc1OC (configuration not stated) | 1 | i | 2 | i | i | i | i | 4 | i | 1 | -3
CN(C)C(=O)Nc1cnc2ccccc2c1 | -1 | i | 1 | i | i | i | i | 0 | i | 0 | -7
CC(C)CC(C)c1cc(N)nc2nc3ccccc3n12 (configuration not stated) | -11 | i | 20 | i | i | i | i | 2 | i | -1 | 1
CC(C)C(C(=O)Nc1ccc2c(c1)OCCO2)N1C(=O)c2ccccc2C1=O (configuration not stated) | -20 | i | -5 | i | i | i | i | 1 | i | 1 | -3
Cn1c(N)c(C(=O)COC(=O)c2ccccc2NCc2ccco2)c(=O)n(C)c1=O | -15 | i | -7 | i | i | i | i | -3 | i | -2 | -2
Cc1cc(C)c(S(=O)(=O)N2CCOCC2)cc1C | -5 | i | 4 | i | i | i | i | -5 | i | 1 | 5
O=C(Cn1ncc2c(=O)oc3ccccc3c21)N1CCCc2ccccc21 | -9 | i | 0 | i | i | i | i | 3 | i | -3 | 4
COc1cc2[nH]c(=S)nc(NC3CCCCCC3)c2cc1OC | -5 | i | 4 | nt | i | i | i | -9 | i | 1 | 1
CCOc1cc2[nH]c(=O)n(CCCN3CCCC3=O)c(=O)c2cc1OCC | -10 | i | -1 | i | i | i | i | -4 | i | 1 | -5

Assay outcomes deposited in PubChem by several laboratories.
